Bioassay records as filed in PubChem BioAssay.
BoNT-F LC inh – blocks Botulinum neurotoxin F light chain protease; Multiplex microsphere protease cleavage assay, flow cytometry; inhibition, % at 10 µM; AID 588497; 360,000 compounds, 0.22% hits; in the data active means inhibition above about 35%, passing the limit was not always enough; inconclusive means no clear call, values can overlap the other calls; further: plate controls were buffer without enzyme for full effect and enzyme alone for no effect
Mtb BioA inh – BioA (M. tuberculosis) enzyme inhibition; purified M. tuberculosis BioA enzyme, plate reader; inhibition, % at 9.99 µM; 360,000 compounds, 0.096% hits; in the data active means inhibition above about 40%; inconclusive means no clear call, values can overlap the other calls
CCHFV vOTU inh – blocks the CCHF virus ovarian tumor domain protease; inhibition, % at 11.5 µM; 370,000 compounds, 0.55% hits; CCHFV vOTU protease, Pep-AMC fluorescence; AID 651958; further: 0% = vehicle wells with enzyme and 100% = no enzyme wells
UGM FP inh – Mtb UDP-galactopyranose mutase inhibition; P9WIQ1; purified UGM, fluorescence polarization probe displacement; inhibition, % at 10 µM; 320,000 compounds, 0.06% hits; AID 504406; in the data active means inhibition above about 10%, passing the limit was not always enough; inconclusive means no clear call, values can overlap the other calls
Target sequence (P9WIQ1 whole entry, looked up): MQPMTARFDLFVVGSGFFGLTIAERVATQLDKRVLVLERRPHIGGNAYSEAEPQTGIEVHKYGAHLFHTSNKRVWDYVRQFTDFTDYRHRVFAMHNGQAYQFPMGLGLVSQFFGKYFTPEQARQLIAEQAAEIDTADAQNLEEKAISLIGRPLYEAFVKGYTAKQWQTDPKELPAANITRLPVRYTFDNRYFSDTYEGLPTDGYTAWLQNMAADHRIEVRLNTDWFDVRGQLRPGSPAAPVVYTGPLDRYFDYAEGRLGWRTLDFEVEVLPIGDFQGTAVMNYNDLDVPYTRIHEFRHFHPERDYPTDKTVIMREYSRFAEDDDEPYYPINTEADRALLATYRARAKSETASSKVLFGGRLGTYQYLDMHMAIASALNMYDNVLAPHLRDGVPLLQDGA
DUSP3 inh – inhibitors of human VHR1 phosphatase (DUSP3). P51452. recombinant VHR phosphatase, pNPP absorbance. inhibition, % at 13.3 µM. 290,000 compounds, 0.52% hits; in the data active means inhibition above about 50%; further: some compounds called inactive have numbers as strong as hits
Target sequence (P51452 whole entry, looked up): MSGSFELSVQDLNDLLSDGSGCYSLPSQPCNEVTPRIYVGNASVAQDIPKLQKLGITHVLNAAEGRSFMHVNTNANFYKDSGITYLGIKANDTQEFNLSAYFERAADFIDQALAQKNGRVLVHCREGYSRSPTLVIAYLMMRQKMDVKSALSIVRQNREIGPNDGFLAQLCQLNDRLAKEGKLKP
FBA Mtb inh – inhibitors of M. tuberculosis fructose-bisphosphate aldolase; P9WQA3; purified M. tuberculosis FBA, fluorescence read-out; inhibition, % at 1 µM; 360,000 compounds, 2.3% hits; AID 588726; in the data active means inhibition above about 27%;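 further: 0% = vehicle and 100% = reference inhibitor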
Target sequence (P9WQA3 whole entry, looked up): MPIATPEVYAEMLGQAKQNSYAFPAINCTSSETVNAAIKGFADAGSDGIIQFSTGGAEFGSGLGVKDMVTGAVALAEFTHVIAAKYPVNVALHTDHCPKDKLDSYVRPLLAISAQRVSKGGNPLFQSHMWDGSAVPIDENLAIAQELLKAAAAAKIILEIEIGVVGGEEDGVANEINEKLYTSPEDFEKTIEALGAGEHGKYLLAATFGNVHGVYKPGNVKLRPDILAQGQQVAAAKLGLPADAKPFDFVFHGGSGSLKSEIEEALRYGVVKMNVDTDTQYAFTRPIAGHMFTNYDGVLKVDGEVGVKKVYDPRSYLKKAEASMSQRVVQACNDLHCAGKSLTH
GDH-TPI inh – counter-screen for M. tuberculosis FBA inhibitors: GDH-TPI coupled enzymes. 360,000 compounds, 1.2% hits. GDH-TPI coupled enzyme counterscreen, NADH absorbance. inhibition, % at 4.8 µM. AID 588335;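 further: 0% = DMSO wells and 100% = wells lacking the enzyme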
Rv3671c protease – inhibitors of M. tuberculosis serine protease Rv3671c. inhibition, % at 5.96 µM. 320,000 compounds, 0.048% hits. AID 2606; in the data active means inhibition above about 38%;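 further: extracellular domain of Rv3671c used as enzyme; 0% = enzyme with DMSO and 100% = no enzyme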
FadD28 FP inh – blocks FadD28 binding to the bisubstrate probe. fluorescence polarization. AID 588549. 360,000 compounds, 0.22% hits. inhibition, % at 12.5 µM; in the data active means inhibition above about 8.5%, passing the limit was not always enough; inconclusive means no clear call, values can overlap the other calls
MazEF act – MazEF (E. coli) toxin RNase activation. P0AE70. FAM/BHQ RNA-DNA oligo cleavage fluorescence, 5 h. activation, % at 20 µM. 350,000 compounds, 0.32% hits; in the data active means activation above about 50%
Numbers without * were called inactive; u = inconclusive; x = no result given. Unless noted, no stated cut-off is given here; in the data, active means inhibition above about 30%; inactive means the rest. Random draw from the library; about 4.9% have a hit in one of these screens.

Compound | BoNT-F LC inh | Mtb BioA inh | CCHFV vOTU inh | UGM FP inh | DUSP3 inh | FBA Mtb inh | GDH-TPI inh | Rv3671c protease | FadD28 FP inh | MazEF act
Cc1ccc(/C=C/C(=O)N2CCN(Cc3ccccc3)CC2)o1 | -4 | x | 14 | 1.1 | -7 | -1 | 22 | 1 | -3.6 | 9
O=C(COC(=O)c1ccccn1)c1ccc([N+](=O)[O-])cc1 | -15 | -0.3 | -6 | 0.1 | 2 | -3 | -2 | 5 | -2.1 | -4
O=C(CCC1CCN(C(=O)CC2=CCCCC2)CC1)NCc1ccc(F)cc1 | -2 | 1.7 | -9 | x | x | 1 | 9 | x | 0.3 | 6
O/N=C(\c1ccccc1)C(O)c1ccccc1 (stereo not drawn) | 6 | 0.7 | -15 | 0.6 | 30 | 2 | 6 | 3 | -0.5 | 11
O=C(CNc1cccc([N+](=O)[O-])c1)N/N=C/c1ccc([N+](=O)[O-])o1 | -2 | -0.3 | 17 | -5.4 | -8 | -3 | 6 | 0 | -0.4 | 9
O=C(c1cccc(Cl)c1)N1CCN(C(=O)c2ccco2)CC1 | 4 | 0.0 | 0 | -0.1 | 18 | 3 | 3 | 0 | -2.9 | -5
O=C(Cn1ncn2c(cc3ccccc32)c1=O)NCCCc1ccccc1 | 3 | -7.8 | x | 5.5 | 14 | 5 | 12 | 0 | 0.3 | -3
CCOCc1[nH]c(=S)[nH]c(=O)c1Cc1ccc(OCC(C)C)cc1 | -6 | x | 9 | -0.8 | 47 | 2 | 0 | 4 | -3.5 | 2
NC(=O)CCC(NS(=O)(=O)c1ccc(Cl)cc1)C(=O)NCc1ccccc1 (stereo not drawn) | x | x | -10 | -0.5 | 26 | x | x | -7 | x | x
CC(C)N(C(=O)[C@H]1C[C@H](CC(=O)NC(C)(C)C)C(=O)N2CCc3c([nH]c4cc(CCC(=O)N(C)C)ccc34)[C@]12C)C(C)C | -2 | 0.0 | 4 | x | x | -1 | -3 | x | 0.8 | 9
COc1cc2c(cc1OC)[C@@H]1C(=O)c3ccc4c(c3O[C@@H]1CO2)C[C@H](C(C)C)O4 | u | -0.2 | 0 | 2.7 | -15 | -2 | 6 | 2 | -3.2 | 7
Cc1ccccc1-c1nc(CN2CCCC(C(=O)NCCCN3CCOCC3)C2)c(C)o1 (stereo not drawn) | 0 | 0.2 | -1 | 3.0 | 21 | -6 | 8 | -4 | -5.0 | 5
Cc1c(NC(=O)/C=C/c2cn(-c3ccccc3)nc2-c2ccccc2)c(=O)n(-c2ccccc2)n1C | 12 | x | -11 | -3.3 | 21 | 2 | 21 | -8 | -2.4 | -4
Cc1nnc(SCC(=O)N2CCCCC2)n1CC1CCCO1 (stereo not drawn) | -12 | -1.2 | 3 | -0.9 | -9 | 3 | -3 | 6 | -2.2 | 5
CN(C)CC(C)(C)CNC(=O)C1CCN(Cc2ccccc2O)CC1 | 2 | 1.6 | 3 | 2.0 | 29 | 8 | -1 | -7 | -3.2 | 7
CC(C)C(=O)NNc1ccc(C(F)(F)F)cn1 | u | -1.5 | 1 | 0.3 | 27 | -2 | 5 | 4 | -0.9 | 0
CCOC(=O)C1=C(c2ccc(OC)cc2)OC(N)=C(C#N)C1c1cccnc1 (stereo not drawn) | -8 | -0.3 | -7 | 7.9 | 30 | 4 | 10 | -10 | -3.9 | -19
CC(C)(C)c1ccc(C(=O)C2CC2)cc1 | -3 | 0.0 | 4 | x | x | 0 | 5 | x | -0.5 | 5
Cc1ccc(CNC(=O)C2CCCN(S(=O)(=O)c3c(C)noc3/C=C/N(C)C)C2)cc1 (stereo not drawn) | -7 | x | 20 | 0.6 | 21 | 2 | 52* | -8 | -0.2 | -3
Cc1onc(-c2ccccc2Cl)c1C(=O)N1CCN(Cc2ccc3c(c2)OCO3)CC1 | -3 | 0.2 | -23 | 0.1 | 0 | 1 | 13 | 3 | -0.4 | 5
CC(C)=CCC12CN3CCN(CC(C3)C1=O)C2 | -8 | 1.2 | 14 | -0.2 | 2 | 2 | -6 | -1 | -3.5 | 4
O=C(NCCn1cc(SCc2ccccc2)c2ccccc21)c1c(F)cccc1F | 3 | -1.5 | 8 | 1.9 | 4 | -3 | 4 | 9 | -2.5 | -2
O=C1c2ccccc2C(=O)N1Cc1cnc(N2CCN(c3ccccc3)CC2)s1 | 1 | x | 0 | -1.2 | 9 | 1 | -3 | -8 | -0.7 | -8
Cc1ccccc1NC(=O)c1cc(=O)c2ccccc2o1 | -8 | 3.1 | 5 | 0.7 | -11 | 0 | 26 | -2 | 0.3 | 5
O=C(O)Cc1c[nH]c2ccccc12 | -7 | -1.0 | -14 | 4.6 | x | 1 | 1 | -6 | -3.2 | 5
COCCn1c(=O)c2cc3c(=O)n(CCOC)c(=O)c3cc2c1=O | 2 | -3.2 | -3 | 0.2 | 19 | 0 | 15 | 11 | -0.9 | -11
CCOc1ccccc1CNCCNC(=O)c1nonc1N | -1 | x | -1 | 3.8 | 0 | 4 | -4 | -10 | -0.3 | 3
Cc1ccsc1/C=N/Nc1cccc(C(=O)O)c1 | 1 | x | 4 | 0.8 | 12 | -6 | 5 | 0 | -0.9 | 1
CCC1=CCN(CCc2c(C)[nH]c3ccccc23)CC1 | -3 | -0.6 | -2 | 1.7 | x | 0 | -3 | 3 | -3.1 | 0
COc1cc(NC(=O)C2=C(N3CCOCC3)/C(=C\c3ccc(N(C)C)cc3)CCC2)cc(OC)c1OC | -2 | x | 6 | -0.2 | -3 | -4 | 14 | -1 | -1.6 | 20
S=C(NCc1ccco1)NCC1CCCO1 (stereo not drawn) | 1 | -1.2 | -6 | 1.7 | 26 | -4 | -1 | 1 | -2.5 | 3
COc1ccc(CC(=O)n2nc(-c3cccnc3)nc2N)cc1 | 1 | 4.2 | -10 | -1.1 | 11 | 3 | 1 | 0 | -0.8 | 1
O=C(Nc1cccnc1)c1cnn2c(C(F)F)cc(C3CC3)nc12 | -18 | 37 | 3 | -2.5 | -14 | 1 | 7 | 10 | -3.4 | -8
CC(C)CN1C(=O)c2ccc(C(=O)Nc3ccccn3)cc2C1=O | 5 | -1.4 | 15 | 0.3 | 41 | 2 | 12 | -6 | -1.0 | 5
CCOC(=O)C1(C(F)(F)F)N=C(C(F)(F)F)Nc2ccc(F)cc21 (stereo not drawn) | 1 | x | 26 | -2.5 | -20 | -1 | -5 | -6 | -1.8 | 5
O=C(Cn1ccc([N+](=O)[O-])n1)N1CCCCCC1 | 0 | -1.8 | 7 | 0.8 | 8 | -5 | -4 | 5 | -4.9 | -1
CC(=O)N/N=C(\C)c1cccc(NC(=O)c2cccs2)c1 | -16 | x | -18 | 1.7 | -5 | 1 | 5 | 2 | -1.1 | 8
COc1cc(C(=O)OCCCOC(=O)c2cc(OC)c(OC)c(OC)c2)cc(OC)c1OC | 5 | -0.8 | -11 | 0.0 | 10 | 0 | 3 | -2 | -0.5 | 2
O=C(/C=C/c1cccc([N+](=O)[O-])c1)NCCN1CCOCC1 | -11 | -1.7 | -10 | 2.5 | 44 | 4 | 2 | 2 | -0.9 | 3
CCC1=C(OC(=O)N(CC)CC)N2C(=O)OC(=NCC3CC3)[C@]2(C)[C@H]2C1=CC[C@H]1C(=O)N(CC)C(=O)[C@H]12 | -2 | -4.6 | 22 | 3.2 | 7 | 2 | 2 | -2 | -1.6 | -2
Cc1ccc(OCC(=O)Nc2ccc(S(=O)(=O)N3CCOCC3)cc2)c([N+](=O)[O-])n1 | -9 | x | -4 | -0.1 | 6 | 0 | 3 | -1 | -1.2 | -6
CC(=O)N1CCN(C(C)=O)c2ccccc21 | -7 | -0.4 | 7 | x | x | -2 | 1 | x | -1.3 | 8
O=C(O)c1ccc(NS(=O)(=O)Cc2ccc(Cl)c(Cl)c2)cc1 | -6 | -1.9 | -4 | x | x | -2 | -12 | x | -5.7 | 6
CCOC(=O)c1nnn(-c2nonc2N)c1CN(CC)CC | 2 | -1.3 | 7 | 0.9 | 10 | 1 | 0 | 2 | -1.3 | 3
CC1=CN2C(=NC(=O)CC2(C)C(=O)N(CC(=O)NC2CCCC2)Cc2ccc(Cl)cc2)C=C1 (stereo not drawn) | -5 | 8.2 | -122 | 1.6 | 6 | 117* | 0 | 1 | -2.2 | -4
CCCCn1c(O)c(N=NC(=O)Cn2c(C(F)(F)F)nc3ccccc32)c2ccccc21 | -3 | 1.6 | 9 | 1.4 | 14 | 4 | -15 | -1 | 2.1 | 6
COC(=O)c1sc(N)nc1C(C)(C)C | -15 | -1.5 | -1 | -0.3 | 16 | 2 | 1 | 3 | -1.4 | 5
CCOc1cc(C(=O)OCC(=O)Nc2ccc(SC(F)F)cc2)cc(OCC)c1OCC | 14 | -0.7 | 3 | -1.6 | -4 | -1 | 3 | -79 | -3.8 | 4
Cc1ccc(-c2nc(C(=O)NCCCN3CCOCC3)cc3c2[nH]c2ccccc23)cc1 | -17 | -0.9 | -20 | 1.0 | 41 | 17 | -4 | -23 | -13 | 1
O=[N+]([O-])c1ccc(-c2cnc(SCc3ccccc3Cl)[nH]2)cc1 | 0 | x | 4 | 3.4 | 10 | -3 | 12 | -9 | -5.0 | 13

Later entries:
Compound | BoNT-F LC inh | Mtb BioA inh | CCHFV vOTU inh | UGM FP inh | DUSP3 inh | FBA Mtb inh | GDH-TPI inh | Rv3671c protease | FadD28 FP inh | MazEF act
O=C(O)/C=C/c1cn(Cc2ccccc2)nc1-c1cccs1 | -1 | x | -14 | -0.4 | 0 | 12 | 1 | 1 | -3.2 | -6
CCN(CC)S(=O)(=O)c1ccc(C(=O)NCCCn2ccnc2)cc1 | 2 | -0.3 | 4 | 1.6 | 6 | -3 | -2 | 1 | 0.1 | 9
CCS(=O)(=O)N1CCN(c2cc3c(cc2[N+](=O)[O-])n(C)c(=O)n3C)CC1 | -1 | -0.7 | -10 | -1.0 | 0 | 1 | -5 | -6 | -3.1 | 9
COc1cc2c3c(c1OC)C1(C=CC(=O)C=C1)CC3N(C(C)=O)CC2 (stereo not drawn) | 11 | 0.4 | -3 | 2.6 | -13 | 0 | 5 | 1 | 0.4 | 4
CC1CCCCC12NC(=O)N(CC(=O)NCCc1ccc(F)cc1)C2=O (stereo not drawn) | -1 | 3.3 | 10 | x | x | -1 | 1 | 20 | -0.4 | 14
COc1cc(/C=N/Nc2cccc(C)c2)ccc1OC(=O)c1cccs1 | -9 | x | 12 | 0.7 | 21 | -1 | 12 | -15 | -5.0 | 6
Cc1ncc([N+](=O)[O-])n1CCOc1nonc1N | 0 | x | -3 | -2.7 | 12 | -2 | 2 | -1 | -2.2 | 4

By substructure: the entries above with an aryl thioether with sulfur outside any ring.
Compound | BoNT-F LC inh | Mtb BioA inh | CCHFV vOTU inh | UGM FP inh | DUSP3 inh | FBA Mtb inh | GDH-TPI inh | Rv3671c protease | FadD28 FP inh | MazEF act
Cc1nnc(SCC(=O)N2CCCCC2)n1CC1CCCO1 (stereo not drawn) | -12 | -1.2 | 3 | -0.9 | -9 | 3 | -3 | 6 | -2.2 | 5
O=C(NCCn1cc(SCc2ccccc2)c2ccccc21)c1c(F)cccc1F | 3 | -1.5 | 8 | 1.9 | 4 | -3 | 4 | 9 | -2.5 | -2
CCOc1cc(C(=O)OCC(=O)Nc2ccc(SC(F)F)cc2)cc(OCC)c1OCC | 14 | -0.7 | 3 | -1.6 | -4 | -1 | 3 | -79 | -3.8 | 4
O=[N+]([O-])c1ccc(-c2cnc(SCc3ccccc3Cl)[nH]2)cc1 | 0 | x | 4 | 3.4 | 10 | -3 | 12 | -9 | -5.0 | 13
